miR-122 sensor – inhibitors of miR-122 in Huh7 cells | Huh7 miR-122 Renilla luciferase sensor, 48 h; neutral wells = 0, positive control = 100 | actives 0.3% (n = 340,000) | activation (reporter increase), % at 12.5 µM | AID 602342;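 active means mean replicate activation score at least 90 and every replicate individually at or above 90; inconclusive means only one of the two criteria met; inactive means neither criterion met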;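 further: higher luciferase means less miR-122 activity so hits act as miR-122 inhibitors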
FN deposit inh – fibronectin deposition inhibition; AID 743247; actives 0.086% (n = 350,000); AH1F fibroblasts, Alexa488-fibronectin deposition fluorescence, overnight; inhibition, % at 12.6 µM;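 active means mean inhibition across replicates of 30% or more, regardless of how many single replicates reach that level; inconclusive means mean under 30% yet at least half of replicates reach 30%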;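 further: positive control wells lacked labelled fibronectin entirely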
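test system = AH1F fibroblasts assembling fluorescent fibronectin matrix | quantity = 10000 AH1F cells per well | buffer or medium = DMEM plus 2% serum, read in PBS | doses = single dose, pinned | incubation = 1 h cell attachment, overnight exposure to compound and label | detection = fluorescence at 485 nm excitation, 525 nm emission | read-out basis = inhibition from reduced deposited-fibronectin fluorescence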
Active calls of the source: *; ? = inconclusive; & = joins results of further samples. These rows are one share of the data; rates above refer to the full screens.

Screens in order – miR-122 sensor | FN deposit inh
- O=c1c(Oc2ccccc2Br)c(C(F)(F)F)oc2c(CN3CCCC3)c(O)ccc12
  9 | -3
- CCCC(=O)Nc1ccc2c(c1)nc(CN1CCCCC1)n2C
  -17 | 1
- Cc1ccc(CCNC(=O)C2CCN(S(=O)(=O)N3CCCC3)CC2)cc1
  5 | 0
- CCC(=O)N1CCN(c2ccc(OC)cc2[N+](=O)[O-])CC1
  -7 | -14
- Cc1ccc(-c2nnn(Cc3nc4ccccc4s3)n2)cc1
  -11 | -1
- c1ccc(-c2nc(N3CCNCC3)nc3ccccc23)cc1
  -2 | -10
- O=C(CCc1ccc(S(=O)(=O)N2CCOCC2)cc1)OCc1nc2ccccc2s1
  3 | 12
- O=C1c2ccccc2C(=O)N1Cc1cc(-c2ccccc2)no1
  -2 | 3
- O=C(Nc1cccc2ccccc12)OC1C=CS(=O)(=O)C1 (configuration not stated)
  3 | -10
- COC(=O)c1ccc2c(=O)n(CCN3CCOCC3)c(=S)[nH]c2c1
  -2 | -3
- CCCCn1c(=O)cc(O)c2ccccc21
  -16 | -15
- COc1cc(NC(=O)c2ccco2)c(C(=O)O)cc1OC
  0 | 7
- CC(C)CC(NC(=O)C1CCC(C)CC1)C(=O)NCc1cccnc1 (configuration not stated)
  5 | -3
- O=C(CSc1nnc(Cc2cc(=O)[nH]c(=O)[nH]2)n1-c1ccc(Cl)cc1)NCC1CCCO1 (configuration not stated)
  4 | -7
- CCOc1cc(C(c2c(C)[nH][nH]c2=O)c2c(C)[nH][nH]c2=O)ccc1OCc1ccc([N+](=O)[O-])cc1
  -2 | 5
- CCOC(=O)COc1ccc(C)cc1-c1ccno1
  0 | 8
- Cc1nc(=O)c(-c2ccccc2)c(C)n1CCCO
  -2 | -5
- O=C(NC1CCN(C(=S)NCc2ccco2)CC1)C12CC3CC(CC(C3)C1)C2
  -4 | -12
- CC(C)(C)c1ccc(C(=O)c2c[nH]c(C(=O)NCCCn3ccnc3)c2)cc1
  22 | 12
- Cc1ccccc1N/C(SCc1ccc(Cl)cc1)=C(/C#N)C(=O)NCc1ccco1
  23 | -16
- COC(=O)c1cc(OC)c(OC)cc1NC(=O)CN1C(=O)c2ccccc2C1=O
  -16 | 8&5
- CCCn1c(SCC(=O)NCCc2ccccc2)nnc1-c1ccco1
  -1 | -7
- CC1CCN(C(=O)CSc2nnc(-c3ccc(S(=O)(=O)N4CCOCC4)cc3)n2C)CC1
  -2 | -4
- O=C(CNC(=O)c1ccccc1)NC1(C(=O)NC2CCCC2)CCCCC1
  0 | -7
- Cc1cccc(NC(=O)Cn2c(C)c(C#N)c3ccccc32)c1C
  -3 | 11
- CC(=O)c1c(N)nc2n(c1=O)CCCCC2
  -3 | 2
- Cc1ccc(N(CN2CCCC2=O)C(=O)c2ccc(OC(C)C)cc2)cc1
  15 | 2
- COCCn1c(SCc2c(F)cccc2Cl)nc2c1c(=O)[nH]c(=O)n2C
  -11 | 2
- CC(C)NC(=O)C1CCCN(S(=O)(=O)c2ccc(-n3cnnn3)cc2)C1 (configuration not stated)
  -5 | -12
- Cc1c(Cl)cccc1-n1c(SCC(=O)N(C)Cc2ccccc2)nnc1-c1ccncc1
  -13 | 11
- COC(=O)Cn1c(C(F)(F)F)nc2ccccc21
  5 | -2
- O=C(CN1CCCCC1)Nc1ccccc1NC(=O)CN1CCCCC1
  4 | -4
- C=CCN1CC(O)=C(c2ccccc2)C1=N
  -6 | 0
- Cc1ccc(C(=O)Nc2nc3ccc(S(C)(=O)=O)cc3s2)s1
  -7 | -9
- C=CCOc1nc(N2CCCC2)nc(N2CCCC2)n1
  -7 | 6
- O=C(Nc1ccc(CN2CCOCC2)cc1)c1ccc(-c2cccc(Cl)c2)o1
  -5 | -3
- CCOc1ccc(OCC)c(NC(=O)CCn2c(=O)oc3ccccc32)c1
  -1 | -3
- O=C(Nc1ncnc2sc3c(c12)CCCCC3)c1ccc(F)cc1
  -2 | 11
- CSc1nc(O)c(Cc2ccccc2)c(=O)[nH]1
  0 | -5
- O=P(O)(CCc1ccncc1)CN1CCCCC1
  1 | -1
- COn1c(SCc2cccc(Cl)c2)nc2ccccc2c1=O
  25 | 10
- COc1ccc(S(=O)(=O)N2Cc3ccccc3CC2C(=O)N2CCOCC2)cc1OC (configuration not stated)
  -3 | -10
- CCOC(=O)C(C)Oc1ccc2c(C)cc(=O)oc2c1C(C)=O (configuration not stated)
  4 | -14
- Cc1cc(C)n(C(=O)CSc2ccc(Cl)cc2)n1
  11 | -6
- COc1ccc(C2C(C#N)=C(C)NC3=C2C(=O)CC(C)(C)C3)cc1 (configuration not stated)
  8 | 0
- Cc1[nH]nc2c1C(c1ccc3c(c1)OCO3)C(C#N)=C(N)O2 (configuration not stated)
  2 | -9
- Cc1ccc(NCCC(=O)c2ccc(Cl)cc2)cc1
  -1 | 2
- O=C(NC1CCCCC1)c1ccccc1NC(=O)C1CC1
  3 | 8
- COC(=O)c1sccc1-c1ccc(/C=N/OCc2c(Cl)cccc2Cl)o1
  24 | 2
- COc1ccc(C(O)c2coc3ccc(O)c(CN(C)C)c23)cc1 (configuration not stated)
  -7 | 5

Remaining list, next part.
Screens in order – miR-122 sensor | FN deposit inh
- N#C/C(=N/Nc1ccccc1F)C(=N)N1CCOCC1
  5 | 0
- CN1CCN(C2=Cc3ccccc3Sc3cc(F)c(Cl)cc32)CC1
  1 | 9
- CNC(=O)NC(=O)CSc1ncc(C(F)(F)F)cc1Cl
  -8 | 3
- CC(CN1CCOCC1)OC(=O)COc1ccc(F)cc1 (configuration not stated)
  1 | 13
- COC(=O)COc1ccc(NC(=O)C2CCCO2)cc1 (configuration not stated)
  5 | -7
- CCCn1c(CC)nc([N+](=O)[O-])c1Sc1ccc(C)cc1
  -2 | 7
- CCOC(=O)C1CCN(C(=O)CCCCn2c(=O)[nH]c3ccccc3c2=O)CC1
  -2 | -9
- Cc1cc(C)c(C#N)c(SCC(=O)C(C)(C)C)n1
  -2 | -7
- COc1cccc(OC)c1C(=O)N1CCN=C1SCc1cccnc1
  -3 | 8
- CC(Sc1nnnn1C)C(=O)Nc1ccc(N2CCOCC2)cc1 (configuration not stated)
  -2 | 3
- CCOC(=O)N1CCN(C(=O)c2ccc(-n3c(=S)[nH]c4ccccc4c3=O)cc2)CC1
  -4 | -6
- Cc1ccc(Cl)cc1N(CC(=O)NC1CCCCC1)S(C)(=O)=O
  2 | -3
- CCSc1nnc(NC(=O)c2cccnc2Cl)s1
  -6 | 1
- Cc1cc(C(=O)OCC(=O)NC2CCCCC2)c(C)o1
  -5 | -6
- O=C(c1noc2c1CCc1ccccc1-2)N1CCOCC1
  -2 | 6
- Cc1cccc(OCC(=O)Nc2ccc(S(=O)(=O)N3CCCC3)cc2)c1
  -17 | -8
- O=P(O)(CCc1ccccc1)CN1CCCCC1
  3 | 5
- CCOC(=O)c1ccc(N2C(=O)c3n[nH]c(C)c3C2c2ccc(OC)c(OC)c2)cc1 (configuration not stated)
  7 | 2
- COc1ccc(C2=Nn3c(nnc3-c3ccc(OC)cc3)SC2)cc1
  30 | -7
- COc1ccc(CCN2CC(C(=O)O)CC2=O)cc1OC (configuration not stated)
  21 | 14
- CCn1c(SCC(=O)OC)nnc1C1CCCCC1
  2 | -2
- O=C(CN1CCOCC1)Nc1ccccc1-c1ccccc1
  6 | 3
- CCCc1nnc(SCc2ccc(OC)cc2)n1N
  3 | 13
- O=C(CN1C(=O)C2CC=CCC2C1=O)NC1CCCc2ccccc21 (configuration not stated)
  -6 | 12
- O=C(Nc1ccccc1C(=O)N1CCOCC1)c1cccnc1
  -6 | 7
- CC(=O)OC(C(=O)NCc1ccc2c(c1)OCO2)c1ccccc1Cl (configuration not stated)
  4 | -23
- CN1CCN(C(=O)c2cc(-c3ccccc3)on2)CC1
  -1 | 13
- CN1CCc2c(sc(N)c2C(N)=O)C1
  -2 | 6
- CC1(C)CC(=O)C(C=NCCN2CCN(C(=O)C34CC5CC(CC(C5)C3)C4)CC2)=C(O)C1
  -5 | -5
- O=S(=O)(c1ccc2c(c1)OCCO2)N1CCC(n2nnc3cc(C(F)(F)F)ccc32)CC1
  13 | -16
- CCN(CC)c1ccc(C(=O)c2ccccc2C(=O)O)c(O)c1
  15 | -12
- COc1ccc(C2=Nn3c(nnc3-c3ccco3)SC2)cc1
  14 | 4
- Nc1ccc(-c2sc(N)nc2-c2ccccc2)cc1
  1 | -1
- CCOC(=O)N1CCN(C(=S)NCCOC)CC1
  -1 | 0
- c1ccn2c(CNc3ncnc4sccc34)nnc2c1
  6 | 0
- O=C(CN(c1ccc(Cl)cc1)S(=O)(=O)c1ccccc1)N1CCN(c2ccccc2)CC1
  16 | -3
- COc1ccc(C(=O)OCC(=O)Nc2ccc(F)cc2F)cc1OC
  3 | -6
- O=C(CNC(=O)C1CCCCC1)NC1=NCCS1
  -1 | -9
- O=C(CN1CCC(c2nc3ccccc3[nH]2)CC1)Nc1ccc2c(c1)OCO2
  -5 | 8
- Cc1ccccc1Nc1nc(N)nc(CN2C(=O)NC3(CCCCC3C)C2=O)n1 (configuration not stated)
  17 | 0
- O=C(c1ccc(=O)oc1)N1CCN(c2ccc(F)cc2)CC1
  -7 | -12
- COc1ccccc1N1C(=O)CC(Sc2nccc(C)n2)C1=O (configuration not stated)
  1 | 10
- CCCOC(=O)c1ccc(NC(=O)C2CCCO2)cc1 (configuration not stated)
  9 | -6
- N#C/C(=C(/O)CN1CCOCC1)c1nc(-c2ccccc2)cs1
  1 | 8
- CC1=C(C(=O)NCc2ccccc2)C(c2cc(Br)cc(Br)c2OC(C)C)NC(=O)N1 (configuration not stated)
  -2 | -2
- Cc1ccc(C(=O)CSc2ncnc3sc4c(c23)CCC(C)C4)cc1 (configuration not stated)
  4 | -14
- O=C1CC(C(=O)Nc2nccs2)C(c2ccccc2)O1 (configuration not stated)
  0 | 8
- CCN1CCN(CCNC(=O)c2cn(C(C)c3ccccc3F)nn2)CC1 (configuration not stated)
  -2 | 1
- COc1cccc(N2CCN(C(=S)Nc3cccc(C)c3)CC2)c1
  ? | 1
- COc1ccccc1NC(=O)Cc1noc(CN(C)Cc2cccs2)n1
  -2 | 7

Compound activity deposited in PubChem BioAssay by Broad Institute.
